TRPV1 agonist – HTS Assay for Compounds that Act as Agonists of the Vanilloid Receptor 1; TRPV1-expressing cells, Fluo-8 calcium influx, agonist mode; activation, % at 8.33 µM; actives 0.19% (n = 320,000); in the data active means activation above about 80%; inconclusive means between about 30% and that limit; further: 0% is about no effect
Target sequence (Q8NER1 whole entry, looked up): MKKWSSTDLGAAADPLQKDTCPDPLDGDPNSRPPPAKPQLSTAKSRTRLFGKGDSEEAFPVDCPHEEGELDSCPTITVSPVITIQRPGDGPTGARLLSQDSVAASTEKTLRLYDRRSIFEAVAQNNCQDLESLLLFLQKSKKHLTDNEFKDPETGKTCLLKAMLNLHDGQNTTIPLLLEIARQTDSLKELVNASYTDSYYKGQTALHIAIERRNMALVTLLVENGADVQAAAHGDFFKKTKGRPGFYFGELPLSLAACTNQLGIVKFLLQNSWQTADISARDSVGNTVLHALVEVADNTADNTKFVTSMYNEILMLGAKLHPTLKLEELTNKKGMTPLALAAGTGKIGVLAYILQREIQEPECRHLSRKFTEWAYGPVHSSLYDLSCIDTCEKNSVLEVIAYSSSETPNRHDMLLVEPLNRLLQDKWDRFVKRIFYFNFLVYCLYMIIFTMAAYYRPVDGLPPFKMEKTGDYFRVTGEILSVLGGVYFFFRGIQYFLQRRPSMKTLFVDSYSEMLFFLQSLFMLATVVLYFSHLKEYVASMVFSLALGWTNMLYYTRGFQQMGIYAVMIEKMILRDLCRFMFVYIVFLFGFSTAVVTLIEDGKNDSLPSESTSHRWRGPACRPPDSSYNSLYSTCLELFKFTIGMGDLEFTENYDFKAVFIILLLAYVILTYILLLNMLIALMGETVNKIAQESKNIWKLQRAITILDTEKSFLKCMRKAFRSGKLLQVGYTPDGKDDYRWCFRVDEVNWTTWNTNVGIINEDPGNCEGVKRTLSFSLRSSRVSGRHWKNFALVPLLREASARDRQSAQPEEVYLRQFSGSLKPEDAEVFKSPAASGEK
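Fluo-8 calcium influx in TRPV1-expressing cells, kinetic read (ex 480/em 520 nm). Compound added and read 3 min for agonist activity, followed by capsaicin at EC20 final and 2 min further read for enhancement.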
PTAP TSG101 blk – qHTS Assay for Iinhibitors of HIV-1 Budding by Blocking the Interaction of PTAP/TSG101; Tumor susceptibility gene 101 protein (Homo sapiens), Q99816; Fluorescence polarization, FITC-PTAP peptide / Tsg101 binding; Potency, µM (series often up to 115 µM), for inactives: top-dose activity change, negative = inhibition, hits mostly inhibitors; 340,000 tested, under 10 active; active means well fitted inhibition curve with a large enough effect in the main read-out, with a control signal flat, not every such curve was filed as active; inconclusive means small, poorly fitted or top-dose-only effect, or effect the other way, or a change in a side signal; inactive means no such curve, though single readings can be large or run the other way; further: potency means the concentration at half of the fitted maximal effect; % of control where 0% means no effect
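Steps: Tsg101 binding domain dispensed (10 uM final), compounds pinned in DMSO, FITC-labeled PTAP-motif peptide added (50 nM final); after 20 min binding at room temperature, polarization measured.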
p53 reactivation – qHTS assay for re-activators of p53 using a Luc reporter | actives 0.063% (n = 320,000) | H1299 p53-A138V BP100-luciferase reporter, luminescence, 24 h | Potency, µM (top dose mostly 92.2 µM), without a hit: at the highest dose activity change, positive = activation, hits mostly activators; further: potency means the concentration at half of the fitted maximal effect; % of control where 0% means no effect; nearly all actives have a fitted effect of over 45% in size
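H1299 (p53-null), stable ts p53-A138V + BP100-Luc; 1000 cells/well, Opti-MEM/10% FBS; cpd 4 pt, 1:5; 24 h, 37 deg C, 5% CO2; detection reagent 10 min RT; luminescence.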
ELG1 DNA repair – qHTS screen for small molecules that inhibit ELG1-dependent DNA repair in human embryonic kidney (HEK293T) cells expressing luciferase-tagged ELG1; Potency, µM (titrated, usually from 46.1 µM), inactives show at the top dose activity change, negative = inhibition, most hits filed as inhibitors; AID 504467, 2011; actives 2.3% (n = 330,000); HEK293T ELG1-luciferase reporter, luminescence, 16 h; DNA damage induced by 5-fluorouridine; further: potency means the concentration at half of the fitted maximal effect; on the % scale 0 is the no-effect control and ±100 the full control effect; nearly all actives have a fitted effect of over 55% in size
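HEK293T cells expressing luciferase-tagged ELG1 (2,000/well) received 5-Fluorouridine plus compound or DMSO for 16 hr at 37 °C. Luciferase was read by ONE-Glo luminescence after 30 min at room temperature.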
Integrin act MD – qHTS for Activators of Integrin-Mediated Alleviation for Muscular Dystrophy | Potency, µM (highest dose often 38.3 µM), for the others: top-dose activation, most hits filed as activators | alpha7betagal myoblasts, beta-gal FDG fluorescence, 48 h | actives 0.064% (n = 350,000);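 further: potency means the concentration at half of the fitted maximal effect; 100% = response of the positive control SU9516; nearly all actives have a fitted effect of over 60% in size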
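alpha7betagal+/- myoblasts (passage 13, 250/well) treated 48 h at 37C with compounds at 1:260 dilution of DMSO stock. Lysed, then beta-galactosidase activity read as FDG fluorescence (ex 480/em 540) after 30 min, with pre-read for autofluorescence.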
A-T KAP1 phos – qHTS Assay for Identifying a Potential Treatment of Ataxia-Telangiectasia; […] A-T fibroblasts, KAP-1 phosphorylation AlphaLISA; neocarzinostatin DNA damage 30 min before lysis; Potency, µM (top dose mostly 57.5 µM), for inactives: top-dose activation, most hits filed as activators; actives 0.19% (n = 320,000); AID 485349, 2010; further: potency means the concentration at half of the fitted maximal effect; % of control where 0% means no effect; nearly all actives have a fitted effect of over 45% in size
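hTERT-immortalized A-T patient fibroblasts ([…]), 500 cells/well in OPTI-MEM, 1% FBS, got compounds for 60 min, then NCS for 30 min at 37C. Lysates were then assayed for phospho-KAP-1 by AlphaLISA (anti-pKAP1 donor, anti-KAP1 acceptor beads), 6 hr at 25C.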
BRCA1 expr act – qHTS Assay to Identify Small Molecule Activators of BRCA1 Expression. MCF7-BRCA1-FFLuc reporter, luminescence, 48 h; response scale: scaled: vehicle 0%, 10 µM genistein 100%. Potency, µM (top dose mostly 46.1 µM), for inactives: at the top dose activation, actives largely listed as activators. actives 1.1% (n = 380,000); further: potency means the concentration at half of the fitted maximal effect; nearly all actives have a fitted effect of over 80% in size; some results filed as inactive show a strong effect at the top dose
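MCF7-BRCA1-FFLuc cells, 2000/well in phenol-red-free MEM, attached 2 h then treated 48 h at 37 C. Luciferase luminescence read 15 min after reagent; normalized to genistein maximum activation (10microM) and DMSO, concentration-response fitted.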
MLL CXXC-DNA inh – qHTS Fluorescence Polarization Assay for Inhibitors of MLL CXXC domain - DNA interaction | actives 0.037% (n = 290,000) | AID 2662, 2010 | MLL-CXXC / FITC-HOXA9 DNA fluorescence polarization | Histone-lysine N-methyltransferase 2A (Homo sapiens), Q03164 | Potency, µM (doses to about 115 µM), inactives show at the highest dose activity change, negative = inhibition, most hits filed as inhibitors; active means well fitted inhibition curve with a large enough effect in the polarisation, with a control signal flat, not every such curve was filed as active; inconclusive means small, poorly fitted or top-dose-only effect, or effect the other way, or a change in a side signal; inactive means no such curve, though single readings can be large or run the other way; the % refers to the polarisation; further: potency means the concentration at half of the fitted maximal effect
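Fluorescence polarization: 7 uM MLL-CXXC (stock) preincubated 5 min with compounds, then 50 nM fluorescein-HOX-A9 DNA (stock) added; 30 min ambient. Buffer 50 mM Tris-HCl pH 7.5, 50 mM NaCl, 1 mM DTT, 0.05% BSA.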
TCR act – Activators of T cell receptors: qHTS campaign. primary human leukocytes, anti-CD3, IL-2 HTRF, 48 h. 330,000 tested, under 10 active. AID 504894, 2011. Potency, µM (doses to about 9.22 µM), inactives show at the highest dose activation of IL-2 secretion, most hits filed as activators; further: % of control where 0% means no effect
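HTRF read-out of IL-2 secretion: europium cryptate donor excited at 320nm, d2 acceptor emission at 665nm. Cells were primary human leukocytes incubated 48 hr with compounds and a-CD3 beads, supplying TCR signal only.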
B2AR arrestin – qHTS assay of beta-arrestin-biased ligands of beta2-adrenergic receptor. Beta-2 adrenergic receptor (Homo sapiens), P07550. actives 0.02% (n = 330,000). Potency, µM (titrated, usually from 46.1 µM), inactives show at the top dose activation, most hits filed as activators. beta-arrestin recruitment to beta2AR, cell-based reporter;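 further: potency means the concentration at half of the fitted maximal effect; 0% = DMSO controls and full agonism = EC100 isoproterenol or metaproterenol; nearly all actives have a fitted effect of over 65% in size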
An asterisk follows results filed as active; ? = inconclusive; / = not tested or not shown; [ ] = dose if it differs, or a comment. Unless noted, the call rests on the fitted dose curve; in most records, active means well fitted curve in the direction sought with a large enough effect; inconclusive means small, poorly fitted or top-dose-only effect, or another doubt; inactive means no such curve, though single readings can be large; an effect the other way counts as inactive or inconclusive.

molecule	p53 reactivation	Integrin act MD	PTAP TSG101 blk	TCR act	TRPV1 agonist	MLL CXXC-DNA inh	B2AR arrestin	A-T KAP1 phos	ELG1 DNA repair	BRCA1 expr act
CCC(C)C(NC(N)=O)C(=O)NC1CCC(C)CC1 (centres undefined)	-1.8%	/	/	/	2.1	8.7%	-0.1%	14.7%	3.4%	/
Cc1ccccc1C(=O)NC(C)c1ccc2c(c1)CCCC2 (centres undefined)	-0.7%	1.4%	-1.8%	4.2%	/	3.3%	-0.5%	7.8%	?	-21.9%
CCOC(=O)N1CCC(NC(=O)CS(=O)Cc2nc(-c3ccc(C)cc3)oc2C)CC1 (centres undefined)	-1.6%	-10.9%	2.8%	-2.4%	1.6	-8.7%	0.4%	-17.8%	3.1%	-14.1%
CCN1C(=O)CC(N2CCC(Nc3ccc(OC)cc3)CC2)C1=O (centres undefined)	0.7%	-20.9%	-0.3%	0.1%	0.1	-3.0%	-0.3%	-6.8%	4.9%	-22.9%
N#Cc1ccc(NC(=O)N2CCC(c3nc4c(nnn4Cc4cccc(Cl)c4)c(=O)[nH]3)CC2)cc1	-24.4%	7.2%	-11.6%	/	-3.5	?	-0.4%	-7.2%	?	-35.1%
CCN1C(=O)C(CC(=O)Nc2ccc(F)cc2)N(Cc2cccs2)C1=S (centres undefined)	5.9%	14.4%	-4.4%	3.5%	24.4	2.0%	-0.6%	2.4%	?	-36.1%
CCOC(=O)/C(C#N)=C/c1c(N2CCN(C)CC2)nc2c(C)cccn2c1=O	-0.3%	-25.2%	-1.0%	-0.5%	7.5	-0.2%	-0.3%	-8.7%	-10.2%	-1.9%
Cc1cc2c(=O)n(CC(=O)N3CCN(c4ccccc4)CC3)cnc2s1	-11.5%	-13.4%	-2.2%	0.9%	0.7	5.9%	-0.6%	-6.1%	6.6%	-8.9%
COc1ccc(CCNC(=O)CSc2nc(=O)[nH]c3c2CCC3)cc1OC	2.1%	-15.6%	-3.3%	1.8%	1.8	/	6.6%	-7.0%	15.0%	-12.5%
CCC(CC)C(=O)NCCc1cc2c(C)ccc(C)c2[nH]c1=O	-0.9%	24.0%	-0.6%	-1.1%	-2.2	1.3%	-0.9%	1.6%	8.7%	4.8%
COc1cccc(-c2nnc(NC(=O)c3ccccc3Br)o2)c1	8.2%	-6.8%	0.4%	13.6%	-1.7	0.5%	0.1%	-21.6%	?	-21.6%
Cc1cc(C)cc(SCc2noc(C(=O)NCCCN3CCOCC3)c2C(=O)NCCCN2CCOCC2)c1	-6.9%	-21.0%	-3.1%	-3.4%	-1.6	0.2%	-0.5%	-19.4%	?	-16.5%
Cc1ccc(/C=C/C(=O)NC(C)c2ccccc2)cc1 (centres undefined)	6.6%	-15.1%	-2.4%	0.4%[46.1 µM]	?	-1.5%	-0.4%	16.9%	12.0%	6.0%
O=S(=O)(NCC1CCCO1)c1ccc2oc3ccc(S(=O)(=O)NCC4CCCO4)cc3c2c1 (centres undefined)	-6.0%	-7.3%	-1.3%	/	3.1	0.7%	0.2%	2.8%	-16.5%	-3.1%
Nc1c(C(=O)Nc2ccc3c(c2)OCCO3)nnn1CCc1ccccc1	?	0.2%	-0.2%	1.0%	-1.2	?	-0.2%	-3.3%	?	64.6%
COc1cccc(/C=C/c2ccc3cccc(O)c3n2)c1OC	?	-57.5%[inhibitor]	-1.5%	-4.8%	5.1	?	3.9%	21.1%	?	21.4%
CC(C)c1nc(SCC(=O)Nc2cccc(C(=O)O)c2)c2c3c(sc2n1)CCCC3	4.5%	20.4%	-1.9%	2.2%	0.7	-1.3%	-0.5%	-4.2%	8.8%	42.4%
CCc1cc2c(=O)c(-c3nc4ccccc4n3C)coc2c(CN2CCOCC2)c1O	-10.6%	-27.9%	-1.0%	2.0%[46.1 µM]	-2.9	-2.3%	-0.2%	7.8%	-30.4%	-5.8%
O=C(NCc1ccc(F)cc1)C1(c2cccs2)CCOCC1	1.2%	18.5%	-0.5%	4.7%[46.1 µM]	-1.9	-4.3%	0.5%	6.5%	6.7%	-4.4%
CC(C)COP(=O)(OCC(C)C)C(Nc1ccccc1)c1ccc2c(c1)OCO2 (centres undefined)	-2.2%	-9.5%	-2.9%	3.4%	?	7.6%	-0.3%	4.1%	?	-41.9%
CCN(CC)CCCNC(=O)c1cc2c(=O)n(CC)c3ccccc3c2s1	-5.7%	-45.5%[inhibitor]	-5.8%	1.2%	-3.6	-3.9%	-0.7%	-9.1%	?	-64.3%
O=C(Cn1ncc2ccccc21)N1CCN(c2cccc(C(F)(F)F)c2)CC1	-5.3%	-44.5%	0.0%	8.6%[46.1 µM]	?	-9.2%	-0.3%	-3.1%	-15.9%	-2.4%
O=C(O)c1ccc(CSc2nc3ccccc3[nH]2)cc1	?	15.3%	0.2%	0.7%	1.6	-5.8%	0.1%	-1.8%	16.6%	14.3%
CCCCNC(=O)Nc1nnc(SCC(=O)OCC)s1	-3.9%	6.7%	-7.8%	-3.4%	-4.9	15.8%	-0.8%	-17.7%	-13.2%	-40.3%
CCOC(=O)c1cnc2c(C)cccc2c1NCc1ccco1	2.5%	-14.8%	-6.3%	2.6%	25.2	0.1%	-0.1%	2.4%	?	-13.4%
CCCCNC(=O)c1onc(CSc2cccc3ccccc23)c1C(=O)O	-2.6%	4.4%	-10.9%	6.9%	1.0	-21.0%	-0.4%	1.9%	-1.6%	-9.8%
COc1ccc(S(=O)(=O)N(C)C)cc1NCC(=O)Nc1ccc(F)cc1F	-2.4%	5.1%	-0.3%	1.2%[46.1 µM]	18.6	-2.4%	-0.6%	-11.8%	-4.0%	-19.1%
Cc1cccc(C)c1NC(=S)N/N=C/c1ccc(OCCC(C)C)cc1	0.8%	-69.6%[inhibitor]	-2.7%	-14.0%	-2.1	7.2%	0.3%	-0.5%	?	-60.6%
CN(CC(N)=O)S(=O)(=O)c1ccc(F)cc1	2.0%	5.4%[7.66 µM]	-5.3%	/	4.4	-3.6%	-0.2%	-0.9%	0.0%	-4.1%
CC1CCCN(Cc2csc(N)n2)C1 (centres undefined)	3.1%	11.9%	-2.3%	-4.8%	-1.1	-8.5%	0.4%	-7.8%	5.8%	-7.6%
CC1CCc2c(sc(NC(=O)c3ccc(Cn4cc(Br)cn4)o3)c2C(N)=O)C1 (centres undefined)	-3.3%	23.8%	-7.3%	4.2%	-2.4	36.1%[activator]	-0.1%	-0.6%	19.1%	-3.8%
C=C[C@H]1[C@H](O[C@@H]2O[C@H](CO)[C@@H](O)[C@H](O)[C@H]2O)OC=C2C(=O)OCC[C@]21O	11.0%	1.9%	-1.8%	-4.9%	/	/	-0.1%	6.5%	10.7%	9.5%
CCn1c(Cc2ccccc2)nnc1SCC(=O)OC(C)C	1.9%	5.2%	-4.7%	-4.2%	-3.0	-0.2%	-0.5%	8.4%	14.7%	7.9%
O=C(O)c1[nH]c2ccc(Cl)cc2c1CC(=O)N1CCN(c2ccccc2)CC1	3.6%	-3.6%	-3.1%	1.4%	-2.5	0.8%	-0.3%	2.4%	?	-1.2%
COc1ccc(NC(=O)c2cc(-c3ccco3)nc3ccccc23)cc1	/	2.9%	0.3%	-3.4%	/	/	/	/	/	-9.1%
NC(=O)c1ccsc1NC(=O)COC(=O)CSc1ccc(Cl)cc1	-1.1%	7.7%	-1.3%	0.3%	1.8	6.5%	-1.0%	9.0%	-5.8%	0.0%
Cc1nc(CS(=O)(=O)c2ccc(Cl)cc2)cc(Sc2ccccc2Cl)n1	-3.5%	20.3%	-5.7%	0.8%	18.9	11.2%	0.0%	-2.0%	-3.2%	-1.7%
CSc1nc(NCC(C)C)nc(N2CCOCC2)n1	0.7%	-13.8%[7.66 µM]	-6.2%	1.4%	4.5	1.9%	-0.1%	4.5%	1.2%	-19.4%

Assay outcomes (PubChem BioAssay)

Random draw from the library. About 3.8% of those tested had a hit in this group.
